Screens deposited in PubChem BioAssay by The Scripps Research Institute Molecular Screening Center.
SRC3 TRFRET art: TR-FRET detection interference compounds, artefact control for PPARgamma SRC-3 recruitment agonists, biochemical, TR-FRET ratio; TR-FRET ratio at 8 µM; TR-FRET artefact counter-screen, PPARgamma/SRC-3 format; stronger effect = higher value; actives 0.39% (n = 99,000); AID 1048, 2008; in the data active = TR-FRET ratio above about 2000; also: inactives centre near 1600
SRC1 TRFRET art: TR-FRET detection interference compounds, primary screen, artefact control for PPARgamma SRC-1 recruitment agonists, biochemical, TR-FRET emission ratio; TR-FRET detection artefact counter-screen; stronger effect = higher value; TR-FRET ratio at 8 µM; actives 0.34% (n = 99,000); in the data active = TR-FRET ratio above about 2300; also: inactives centre near 1800
* = called active by the depositor.

Sample of the layout, 18 compounds:
SMILES	SRC3 TRFRET art	SRC1 TRFRET art
Cc1ccc(N2CCN(C(=O)N3CCOCC3)CC2)c(C)c1	1575	1505
CN1CC(=O)N(CC(=O)N2N=C(c3ccc(Cl)cc3)CC2c2ccco2)C1=O (stereo unspecified)	1639	2050
Cn1c(CCc2ccc(N)cc2)nc2ccccc21	1596	1665
COc1ccccc1Nc1ccc([N+](=O)[O-])cn1	1540	1636
COC(=O)c1ccc(N=NNc2ccccc2)cc1	1514	1903
CCCn1c(=N)c(C#N)cc2c(=O)n3cccc(C)c3nc21	1645	1540
O=C(C1CCN(S(=O)(=O)c2cccc3cccnc23)CC1)N1CCN(c2ccccc2)CC1	1321	1949
COc1cc(/C=C/C(=O)C2C(=O)C=C(C)OC2=O)cc(OC)c1O (stereo unspecified)	1651	2034
CCOc1ccc(/C=N/OCC(=O)Nc2ccc3c(c2)OCO3)cc1	1770	1774
CN(c1ccccc1)S(=O)(=O)c1ccc(NC(=O)c2ccco2)cc1	1618	1976
N/C(=N\OC(=O)COc1ccc(Cl)cc1Cl)c1cccnc1	1452	1687
CCc1cccc(C)c1NC(=S)N(Cc1cccnc1)Cc1ccco1	1741	1969
CCOc1ccc(-c2cc(C(=O)NCCCn3ccnc3)c3ccccc3n2)cc1	1505	1801
O=Cc1c(Cl)[nH]c(=O)n1-c1ccccc1	1775	1932
O=C(NCCCN1CCOCC1)C(=O)NCc1ccc(Cl)cc1	1460	1412
CCOc1ccc(NC(=O)c2cnc3scc(C)n3c2=O)cc1	1699	1930
CCCNC(=O)CSc1nc2ccc(OCC)cc2s1	1535	1780
CCOc1ccc(C(=O)NC(=S)Nc2cccnc2)cc1	1510	1903

The listing, from the start:
SMILES	SRC3 TRFRET art	SRC1 TRFRET art
Cc1ccc(N2CCN(C(=O)N3CCOCC3)CC2)c(C)c1	1575	1505
CN1CC(=O)N(CC(=O)N2N=C(c3ccc(Cl)cc3)CC2c2ccco2)C1=O (stereo unspecified)	1639	2050
Cn1c(CCc2ccc(N)cc2)nc2ccccc21	1596	1665
COc1ccccc1Nc1ccc([N+](=O)[O-])cn1	1540	1636
COC(=O)c1ccc(N=NNc2ccccc2)cc1	1514	1903
CCCn1c(=N)c(C#N)cc2c(=O)n3cccc(C)c3nc21	1645	1540
O=C(C1CCN(S(=O)(=O)c2cccc3cccnc23)CC1)N1CCN(c2ccccc2)CC1	1321	1949
COc1cc(/C=C/C(=O)C2C(=O)C=C(C)OC2=O)cc(OC)c1O (stereo unspecified)	1651	2034
CCOc1ccc(/C=N/OCC(=O)Nc2ccc3c(c2)OCO3)cc1	1770	1774
CN(c1ccccc1)S(=O)(=O)c1ccc(NC(=O)c2ccco2)cc1	1618	1976
N/C(=N\OC(=O)COc1ccc(Cl)cc1Cl)c1cccnc1	1452	1687
CCc1cccc(C)c1NC(=S)N(Cc1cccnc1)Cc1ccco1	1741	1969
CCOc1ccc(-c2cc(C(=O)NCCCn3ccnc3)c3ccccc3n2)cc1	1505	1801
O=Cc1c(Cl)[nH]c(=O)n1-c1ccccc1	1775	1932
O=C(NCCCN1CCOCC1)C(=O)NCc1ccc(Cl)cc1	1460	1412
CCOc1ccc(NC(=O)c2cnc3scc(C)n3c2=O)cc1	1699	1930
CCCNC(=O)CSc1nc2ccc(OCC)cc2s1	1535	1780
CCOc1ccc(C(=O)NC(=S)Nc2cccnc2)cc1	1510	1903
Cc1ccccc1NC(=O)CSc1ccc(-c2ccco2)nn1	1502	1921
OCCNC(=S)Nc1ccc2nsnc2c1	1696	2047
CCc1ccc(C2=NNC(=Nc3cccc(S(=O)(=O)N(C)C)c3)SC2)cc1	1583	1844
O=C(OCc1cccc([N+](=O)[O-])c1)c1cc(=O)[nH]c2ccccc12	1537	1589
CC1CCCCN1CCn1cnc2c([nH]c3ccccc32)c1=O (stereo unspecified)	1446	1759
Cc1ccccc1OCC(=O)OCC(=O)NCc1cccs1	1795	1984
O=C(Nc1ccccc1)c1nccn1Cc1ccc(F)cc1	1699	1922
CN1/C(=C/C(=S)NC(=O)C2CCC2)C(C)(C)c2ccccc21	1767	1773
COc1ccccc1-n1cnnc1SCC(=O)Nc1cccc(S(=O)(=O)N2CCCCC2)c1	1601	1766
O=C(Nc1cccc(Cl)c1)Nc1nnc(CC2=CCCCC2)s1	1677	1467
COc1cc(C(=O)NCC(=O)N/N=C(/C)c2cccs2)cc(OC)c1OC	1554	1658
Cc1ccc(Nc2c(-c3ccccn3)nc3cccc(C)n23)cc1	1341	1743
CCc1ccccc1NC(=O)c1ccc([N+](=O)[O-])s1	1858	1767
O=C(CSc1ccc(-c2ccc(F)cc2)nn1)NCC1CCCO1 (stereo unspecified)	1407	1836
NS(=O)(=O)c1cccc(NC(=O)COC(=O)/C=C/c2ccco2)c1	1457	1967
CCNC(=O)CP(=O)(c1ccccc1)c1ccccc1	1566	1776
CC(C)CCN1CCN(Cc2cccc3cccnc23)CC1CCO (stereo unspecified)	1571	1670
CCc1ccc(C2C(C#N)=C(N)N(N(C)C)C3=C2C(=O)CCC3)s1 (stereo unspecified)	1664	1785
CCOC(=O)C1(Cc2ccc(Cl)cc2)CCN(C(=O)c2cc(C)nc(C)n2)CC1	1692	1653
O=C(Nc1ccc(OCC(=O)N2CCOCC2)cc1)Nc1cccc2ccccc12	1463	1756
Cc1cc(SCC(=O)c2ccccc2)n2nc(C)nc2n1	1718	1836
Cc1ccc(C(=O)Nc2cc3ccccc3oc2=O)cc1	1599	1785
CCOC(=O)N1CCC(NC(=O)C2CCN(S(=O)(=O)c3cnc[nH]3)CC2)CC1	1842	1809
C[N+]1(CC(O)COc2ccccc2)CCN(C(=O)c2ccc([N+](=O)[O-])cc2)CC1 (stereo unspecified)	1552	1608
C/C(=N\NC(=O)c1ccc([N+](=O)[O-])cc1Cl)c1ccccc1	1624	1599
COc1cc(C(=S)N2CCCC2)cc(Cl)c1OCC(=O)Nc1ccc(C)cc1C	1713	1815
CC(=O)NS(=O)(=O)c1ccc(NC(=S)NC(=O)CC(C)C)cc1	1613	1764
O=C(O)c1ccc(CNCc2ccc(Cl)cc2)cc1	1444	1569
CC(O)CNCCOc1cccc(Oc2ccccc2)c1 (stereo unspecified)	1720	1856
CC(C)NOC(=O)c1ccc(Cl)cc1	1624	1807
O=C(CN(Cc1ccccc1)C1=NCCS1)c1ccc(Cl)cc1	1507	1821
O=S(=O)(c1ccc2ccccc2c1)N1CCN(C(=S)Nc2ccc(F)c(Cl)c2)CC1	1837	1925
Cc1cccc(NC(=O)CSc2nnc(NC(=O)CN3CCCCC3)s2)c1	1519	1625
Cn1cccc1/C=C1\SC(=S)N(NC(=O)c2ccc(Cl)cc2)C1=O	1468	1832
CC(C)(C)C1CCC(=NNc2ccc(S(N)(=O)=O)cc2[N+](=O)[O-])CC1 (stereo unspecified)	1366	1680
Cc1ccc(NC(=O)c2ccc3ccccc3n2)cc1S(=O)(=O)N1CCOCC1	1659	1778
CCCCNc1cc(C(=O)O)cc(S(N)(=O)=O)c1Oc1ccccc1	1664	1922
CSc1nncc(-c2ccccc2)n1	1385	1785
COc1cccc(NC(=O)C(c2ccccc2)N2CCN(c3ccccn3)CC2)c1 (stereo unspecified)	1726	1776
N#C/C(=C/c1cccs1)c1nc2ccccc2[nH]1	1672	1972
CCOc1ccc2nc(NC(=O)C3=NNC(=O)CC3)sc2c1	1388	1538
CCNC(=S)Nc1cc(OCC)c(N2CCOCC2)cc1OCC	1532	1838
(listing goes on)
SMILES	SRC3 TRFRET art	SRC1 TRFRET art
O=C(/C=C/c1ccco1)NCCc1ccccc1	1683	1893
c1ccc(-c2noc(-c3ccc4c(c3)OCO4)n2)cc1	1548	1753
O=C(COC(=O)CNC(=O)c1ccc(Br)o1)Nc1ccccc1OC(F)F	1571	2018
Cc1oc2c(c1C(=O)O)C(=O)c1ccccc1C2=O	1435	1958
CCOc1ccc(NC(C)C(=O)N/N=C/c2cccs2)cc1 (stereo unspecified)	1477	1939
O=C(CSc1nnnn1-c1ccccc1)Nc1nsc(-c2ccc(Cl)cc2)n1	2179*	1911
Cc1ccc(NC(=S)NC(=O)c2ccc(F)cc2)cc1S(=O)(=O)Nc1ccccc1Cl	1641	1944
CCn1cc(C(=O)OCC(=O)c2ccc(Cl)cc2)c(=O)c2ccc(C)nc21	1336	1783
N=c1oc2ccccc2cc1-c1nc(-c2ccc(Cl)cc2)cs1	1763	1725
Cc1c(NC(=O)CSc2ccc(Cl)cc2)cccc1-c1nc2cc(Cl)ccc2o1	1706	2075
COc1ccccc1NS(=O)(=O)c1cc(NC(=S)Nc2cc(C)cc(C)c2)ccc1Cl	1561	2150
CCn1c(CCNC(=O)c2cccs2)n[nH]c1=S	1573	1567
CC1CN(c2nc3c(c(=O)[nH]c(=O)n3C)n2Cc2ccccc2F)CC(C)O1 (stereo unspecified)	1489	1818
COc1cccc(NC(=S)N2CCn3c(nc4ccccc43)C2)c1	1422	1775
COc1ccccc1C(CC(=O)N1CCCC1)c1ccc2c(c1)OCO2 (stereo unspecified)	1558	1801
Nc1cc(N)cc(C(=O)OCC(=O)Nc2cc(S(=O)(=O)N3CCCCC3)ccc2Cl)c1	1693	2002
Cc1ccc(Cn2nnnc2CN2CCC(NC(=O)C(C)(C)C)CC2)cc1	1478	1527
CC(=O)Nc1ccc(S(=O)(=O)N2CCN(CCC#N)CC2)cc1	1558	1455
O=C(CSc1ccc(-c2ccc(F)cc2)nn1)NCCc1ccccc1	1717	1716
Nn1c(SCC(=O)NC2CCCc3ccccc32)nnc1-c1ccc(Cl)cc1Cl (stereo unspecified)	1650	1988
CCCCNC(=O)/C=C1\Sc2ccccc2NC1=O	1706	1794
O=[N+]([O-])c1ccc(O)c(/C=N/n2cnnc2)c1	1531	1963
COc1ccc(C(=O)NCC2OCCc3ccccc32)cc1OC (stereo unspecified)	1580	1842
COc1cccc(-c2cc(C(F)(F)F)c(C#N)c(=O)[nH]2)c1	1460	1921
CC12CCC(=O)N1C(C(=O)OCC(=O)Nc1cccc(S(=O)(=O)N3CCCCCC3)c1)CS2 (stereo unspecified)	1598	1721
COc1ccc(/C=N/N=C2/NC(=O)C(CC(=O)NC(C)C)S2)cc1 (stereo unspecified)	1571	1805
Cc1cc(/C=N/NC(=O)c2cccc([N+](=O)[O-])c2)c(C)n1-c1ccccc1	1599	1884
O=C(CCc1ccccc1)NCCSc1ccccc1	1739	1717
COc1cc([N+](=O)[O-])ccc1NC(=O)c1cccc(NC(=O)C(C)C)c1	1492	1742
CCOC(=O)c1ccc(NC(=S)NNC(=O)COC)cc1	1535	1677
CN(C)/C=C1\NC(=S)N(c2ccccc2)C1=O	1658	1515
O=C(CCN1C(=O)/C(=C/c2cccc(Br)c2)SC1=S)Nc1cccnc1	1218	1680
COc1cccc(CC(NC(C)=O)C(=O)NC2CCN(c3c(Cc4ccccc4)c(C)nc4ncnn34)CC2)c1OC (stereo unspecified)	1469	1867
c1ccc(CSc2nnc(-c3ccco3)c(-c3ccco3)n2)cc1	1615	1747
CCS(=O)(=O)NCC(c1cccnc1)N1CCN(c2ccccc2OC)CC1 (stereo unspecified)	1646	1911
CCOC(=O)C1(CC2CCCCO2)CCN(Cc2nc3ccccc3[nH]2)CC1 (stereo unspecified)	1517	1619
COc1cc(CNc2ccc(C(=O)O)cc2)cc(Br)c1OCC(=O)NC(C)(C)C	1651	1763
CN1CCN(c2nc(-c3ccccc3)nc(-c3ccccc3)c2C#N)CC1	1569	1896
O=C(CCCn1c(=O)[nH]c2ccc(Br)cc2c1=O)NCc1ccc(Cl)cc1	1575	3045*
Cn1c(-c2ccccc2)c(C(=O)CCl)c2ccccc21	1497	1741
Cc1c(C(=O)NCc2cccnc2)oc2ccc(S(=O)(=O)N3CCCC(C)C3)cc12 (stereo unspecified)	1801	1762
COc1ccccc1NC(=O)CSc1ccc(-c2cccs2)nn1	1630	1554
CC(C)OC(=O)CSc1nnc(-c2ccc([N+](=O)[O-])cc2)o1	1741	1626
Cc1ccccc1-n1c(=O)[nH]c(=O)c2c(N)c(C(=O)c3ccc(Cl)cc3)sc21	1756	1846
O=C(NCc1cccnc1)C1CCCN(S(=O)(=O)c2cccc3nsnc23)C1 (stereo unspecified)	1463	1948
COCCCNC(=S)N1CCC(C(=O)c2ccc3c(c2)OCCO3)CC1	1628	1887
NC(=O)c1nn(-c2ccc(Cl)cc2Cl)c(=O)cc1O	1614	1733
S=C(Nc1ccccn1)Nc1ccccc1Cl	1373	1939
COc1ccccc1-n1c(-c2cn(C)nc2C)n[nH]c1=S	1693	1647
CC[C@H](C)[C@H](NC(N)=O)C(=O)Nc1ccc(C)cc1	1590	1856
CC(=O)Nc1ccccc1OCC(=O)NCCC1=CCCCC1	1519	1580
CC(C)Oc1ccc(C(=O)Nc2ccc([N+](=O)[O-])cc2)cc1	1715	1829
CCOC(=O)C1(CCCc2ccccc2)CCN(C(=O)c2cnc(C)cn2)CC1	1578	1621
O=C(/C=C/c1ccccc1)N1c2ccccc2Sc2ccc(C(F)(F)F)cc21	1494	1837
COC(=O)c1ccccc1NC(=O)C/C(C)=N/NC(=O)CC#N	1541	1908
Cc1cc(C)cc(OCC(=O)Nc2ccc3c(c2)OCCO3)c1	1604	1783
O=C(Nc1ccc(Cl)cc1C(=O)N1CCOCC1)c1cccc([N+](=O)[O-])c1	1572	1732
COc1cc(C2=NOC(C(=O)Nc3cccnc3)C2)cc(OC)c1OC (stereo unspecified)	1565	1954
O=C(Cn1ccc(=O)[nH]c1=O)NCCO	1537	1640
COC(=O)/C(C#N)=C1/C=Cc2ccccc2N1	1545	1622
O=C(/C=C/c1ccc(O)c(O)c1)c1ccc(S(=O)(=O)N2CCCCCC2)cc1	1594	1700
Cc1ccc(NC(=O)C2CCCN(S(=O)(=O)c3c(C)noc3/C=C/N(C)C)C2)cc1F (stereo unspecified)	1511	2039

Part of the list above, with two lines to a compound.
Second line of a record – SRC3 TRFRET art | SRC1 TRFRET art
> CC(C)Oc1ccc(C(=O)Nc2ccc([N+](=O)[O-])cc2)cc1
  1715 | 1829
> CCOC(=O)C1(CCCc2ccccc2)CCN(C(=O)c2cnc(C)cn2)CC1
  1578 | 1621

Not a hit list, and some 0.65% of all compounds hit somewhere here.
